# Compound activity (PubChem BioAssay)
# CSN inh: inhibitors of human CSN-mediated cullin deneddylation | inhibition, % at 12.5 µM | actives 0.38% (n = 360,000) | Q92905 | AID 651999 | Purified CSN, SCF-Nedd8-OG deneddylation, fluorescence polarization;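 active means pattern-corrected inhibition above about 35%, with an unprinted fluorescence ratio check between 0.5 and 1.5, limit read from the data, passing the limit was not always enough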;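 further: 0% = enzyme with substrate and 100% = substrate without enzyme; some results filed as inactive read as strong as hits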
#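 Test system: purified human Csn5 enzyme expressed in HEK293T cells. Amount: 0.24 nM enzyme. Reagent: SCFSkp2-Nedd8OG substrate at 10 nM final. Schedule: 90 min incubation of compound, enzyme and substrate at room temperature. Detection: fluorescence polarization. Read-out: % inhibition of substrate cleavage by Csn5.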
# Scp1 inh: Scp-1 (human) phosphatase inhibition; Q9GZU7; Recombinant Scp1, phosphopeptide, malachite green phosphate absorbance; inhibition, % at 20 µM; actives 0.88% (n = 340,000); AID 493091;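 active means inhibition above about 50% at 20 µM, limit read from the data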;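 further: plate controls were DMSO wells with enzyme for no effect and wells lacking enzyme for full effect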
# Target sequence (Q9GZU7 76-261 limits assumed): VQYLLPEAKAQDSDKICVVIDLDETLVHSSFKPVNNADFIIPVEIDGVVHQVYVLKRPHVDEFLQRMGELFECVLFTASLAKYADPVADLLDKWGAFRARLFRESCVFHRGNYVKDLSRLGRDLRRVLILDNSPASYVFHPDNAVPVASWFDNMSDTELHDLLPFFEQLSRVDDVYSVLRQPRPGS
#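 System: truncated SCP-1 phosphatase (76-261aa); medium: Tris acetate buffer pH 5.5 with MgCl2 and Tween-20; incubation: 45 min room-temperature reaction, 5 min colour, 30 min stabiliser; compound: single 20 µM dose, 1% DMSO; reagent: Phosphorylated 17-residue peptide substrate; read-out: % inhibition at 20 µM; technique: colorimetric free-phosphate detection, absorbance 630 nm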
# MsrA inhibitor: inhibits bovine methionine sulfoxide reductase A; purified bovine MsrA, absorbance read-out; inhibition, % at 15.5 µM; actives 0.75% (n = 360,000); AID 651718; in the data active means inhibition above about 4.5%;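 further: 0% = vehicle wells with enzyme and 100% = reference inhibitor wells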
# STEP block: inhibitors of human striatal-enriched phosphatase STEP; P54829; recombinant STEP, OMFP fluorogenic substrate, fluorescence; inhibition, % at 20 µM; actives 0.25% (n = 360,000);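 active means inhibition at 20 µM, scaled per plate between control wells, above about 37%, limit read from the data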;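 further: 0% = DMSO with enzyme and substrate and 100% = substrate only without enzyme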
#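 System: STEP phosphatase, cell-free reaction; Buffer or medium: Bis-Tris pH 6.0 buffer with DTT, detergent; Incubation: 20 min at room temperature, dark; Measured by: fluorescence, 480/540 nm.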
# SUMO1 PPI mod: modulators of human SUMO1-mediated protein-protein interactions. P63165. actives 0.33% (n = 360,000). inhibition, % at 20 µM. SUMO1 binding to a labelled peptide, TR-FRET, 1 h; in the data active means inhibition above about 37%
# Target sequence (P63165 whole entry, looked up): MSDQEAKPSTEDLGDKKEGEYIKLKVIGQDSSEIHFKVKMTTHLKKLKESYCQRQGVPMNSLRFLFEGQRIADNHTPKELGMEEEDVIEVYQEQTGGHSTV
# Tb MetRS inh: blocks T. brucei methionyl-tRNA synthetase activity; inhibition, % at 11.9 µM; purified T. brucei MetRS, ATP depletion, Kinase-Glo luminescence; actives 0.4% (n = 360,000);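 active means inhibition above a per-plate cutoff of the control wells' mean inhibition plus 3 SD, cut at about 5.5% in these data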;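 further: 0% = DMSO wells median and 100% = median of wells with control inhibitor compound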
#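 System: purified T. brucei MetRS enzyme / Detection: Kinase-Glo luciferase luminescence reporting remaining unconsumed ATP / Medium: HEPES buffer with MgCl2, KCl, DTT, spermine, BSA, pyrophosphatase / Replication: singlicate, one well per compound / Evaluation: percent inhibition relative to median high and low control wells / Schedule: 2 h aminoacylation at 25 °C after 15 min preincubation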
# Rpn11 inh: Rpn11 (human) deubiquitinase inhibition; O00487; human 26S proteasome, Ub4-pepOG fluorescence polarization; 20S core pre-blocked with epoxomicin; calls only at 20 µM; actives 0.59% (n = 360,000); AID 588493;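 active means inhibition at 20 µM, scaled to each plate's controls, above about 33%, limit read from the data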
# Target sequence (O00487 whole entry, looked up): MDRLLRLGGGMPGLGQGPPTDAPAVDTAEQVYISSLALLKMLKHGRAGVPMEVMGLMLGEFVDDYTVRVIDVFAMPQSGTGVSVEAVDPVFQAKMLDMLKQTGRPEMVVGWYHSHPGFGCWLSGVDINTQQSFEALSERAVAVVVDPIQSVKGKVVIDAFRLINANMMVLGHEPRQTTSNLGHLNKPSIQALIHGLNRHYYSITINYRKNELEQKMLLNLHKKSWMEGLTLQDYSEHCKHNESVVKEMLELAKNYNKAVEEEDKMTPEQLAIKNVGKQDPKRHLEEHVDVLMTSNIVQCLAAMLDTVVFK
# DNMT1 block: inhibitors of human DNMT1; P26358; DNMT1 molecular beacon, Hinp1I cleavage, fluorescence; inhibition (reported as % activation of signal), % at 10 µM; actives 0.83% (n = 360,000); AID 588458; in the data active means inhibition above about 50%
# NadD inh: blocks S. aureus nicotinate mononucleotide adenylyltransferase; purified NadD enzyme, colorimetric absorbance read-out; inhibition, % at 20 µM; actives 0.78% (n = 360,000); AID 602399; in the data active means inhibition above about 26%; further: some compounds past the cut are filed as inactive
# LMPTP inh: LMPTP (human) inhibition; actives 0.22% (n = 360,000); P24666; recombinant LMPTP-A, OMFP fluorogenic substrate, fluorescence intensity; inhibition, % at 20 µM;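 active means compounds that cut the enzyme signal by at least half of the control window in the single-dose screen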;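 further: plate controls were DMSO wells with enzyme plus substrate for no effect and substrate without enzyme for full effect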
# Target sequence (P24666 whole entry, looked up): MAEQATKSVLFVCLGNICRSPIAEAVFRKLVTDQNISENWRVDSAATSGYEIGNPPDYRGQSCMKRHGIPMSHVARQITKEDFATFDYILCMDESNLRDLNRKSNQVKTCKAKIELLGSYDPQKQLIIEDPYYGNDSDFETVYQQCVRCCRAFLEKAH
#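 Assay system: LMPTP-A enzyme. Input: 0.625 nM LMPTP-A final. Probe or stimulus: 400 µM OMFP. Compound dosing: single 20 µM dose. Schedule: 50 min dark incubation at room temperature. Detection: fluorescence intensity of OMFP turnover product. Read-out: percent inhibition versus substrate-only and uninhibited controls. Benchmarks: no-enzyme low control, uninhibited high control.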
# * = called active by the depositor; i = inactive; . = no result given.
SMILES,CSN inh,Scp1 inh,MsrA inhibitor,STEP block,SUMO1 PPI mod,Tb MetRS inh,Rpn11 inh,DNMT1 block,NadD inh,LMPTP inh
COc1ccc(C2=NOC(CNC(N)=S)C2)cc1 (centres undefined),5,-11,-0.3,3,2,0.3,i,-2,2,-1.1
COc1ccc(C(C#N)CC(=O)c2ccc(OCc3ccccc3)c(OC)c2)cc1OC (centres undefined),-2,.,0.1,2,-1,0.3,i,-5,6,1.5
COC(=O)C1=CN(c2ccc(OC)cc2)C=C(C(=O)OC)C1c1cccc(F)c1,4,-6,1.6,0,-6,-0.5,i,-13,9,1.9
Cc1c(NC(=O)C2CCN(S(=O)(=O)c3ccccc3)CC2)c(=O)n(-c2ccccc2)n1C,2,-6,-0.5,-5,-3,-0.6,i,4,2,-0.7
CN(C)c1ccc(CNC(=O)CN(C)S(=O)(=O)c2cccc3cccnc23)cc1,-3,6,-1.1,-1,3,-0.5,i,-12,7,0.3
O=C(NCC(c1cccnc1)N1CCOCC1)Nc1ccccc1 (centres undefined),-1,1,-0.6,1,4,-0.8,i,-4,-2,-1.2
COC(=O)c1c(C)[nH]c(C(=O)CN2C(=O)C3CC=CCC3C2=O)c1C (centres undefined),-1,0,0.5,-5,-3,-0.6,i,1,-2,-0.1
C[C@H]1CN([C@@H](C)CO)C(=O)Cc2cc(NC(=O)Cc3ccccc3)ccc2O[C@H]1CN(C)C(=O)Nc1cccc2ccccc12,-4,4,0.3,2,-1,-0.6,i,-5,10,-0.3
NS(=O)(=O)c1ccc(CCNC(=O)CSc2nc3c(sc(=S)n3-c3ccccc3)c(=O)[nH]2)cc1,6,.,3.0,-1,1,-0.1,i,1,5,0.1
COc1ccc(Cc2nnc(NS(=O)(=O)c3ccccc3)s2)cc1,2,5,1.0,0,-3,1.5,i,0,-1,-1.0
COc1ccccc1NC(=O)Nc1nc(CC(=O)N2CCN(c3ccc(F)cc3)CC2)cs1,-1,-6,0.9,-1,4,0.1,i,-13,3,2.6
O=C(CNc1cccc(S(=O)(=O)N2CCCC2)c1)Nc1cccc(C(F)(F)F)c1,6,-7,0.3,0,-2,-0.2,i,3,3,1.5
O=C(NC(Cc1cccc(F)c1)C(=O)O)C1CCCCC1 (centres undefined),1,-2,1.0,0,-1,-0.3,i,7,-3,-1.9
CC1CN(Cc2nc3c(c(=O)[nH]c(=O)n3C)n2CCN2CCOCC2)CC(C)O1 (centres undefined),-2,-6,1.1,-2,-3,-1.2,i,3,1,-1.8
CCc1nnc(NC(=O)C2CCN(c3ncnc4sc(C)c(C)c34)CC2)s1,-1,0,-0.2,-2,-5,-0.2,i,-6,3,0.3
COc1cccc(N2CC(C(=O)Nc3nnc(SCc4ccccn4)s3)CC2=O)c1 (centres undefined),1,-4,0.3,3,9,-0.3,i,-3,3,0.1
CCSCCOC(=O)C1=C(C)NC(=O)NC1c1cccc(OC)c1OC (centres undefined),-1,-13,-0.7,1,-1,-0.4,i,1,-4,-1.1
COc1ccc(CCn2c(=N)c(C(=O)NC3CCCC3)cc3c(=O)n4cccc(C)c4nc32)cc1,12,17,1.3,2,-9,-1.0,i,7,18,2.9
CCN(Cc1ccccc1)C(=O)C1CCN(CC2CC=CCC2)CC1 (centres undefined),-8,-5,1.0,1,0,0.9,i,-1,1,-0.1
C(=N\n1cnnc1)/c1nc2ccccc2[nH]1,2,0,4.9*,-2,-3,1.3,i,5,-2,0.4
CCC(=O)N1CCc2cc(Br)c(S(=O)(=O)CCC(=O)NCCOC)cc21,6,-10,-0.3,1,-7,-0.2,i,0,-4,-4.7
CCOc1ccc(OCC)c(NC(=O)C2CCCN(S(=O)(=O)c3c(C)n[nH]c3C)C2)c1 (centres undefined),2,-4,0.1,0,-3,-0.5,i,5,1,-2.3
CCCOC1CCCN(Cc2nc(-c3cnccn3)no2)C1 (centres undefined),1,-12,0.2,8,0,-0.2,i,0,0,-1.0
CCNC(=O)n1nccc1C(C)Oc1ccccc1 (centres undefined),-1,-9,-1.1,3,-4,-0.5,i,-3,3,-0.8
COc1ccc(NC(=O)CN2C(=O)COc3ccc(C)cc32)cc1,3,0,0.9,-1,-6,-0.6,i,-5,3,-0.4
Cc1ccc(OC(=O)N(C)C[C@@H]2OCc3cn(nn3)CCCC(=O)N([C@H](C)CO)C[C@H]2C)cc1,5,.,-1.2,2,3,0.1,i,5,-9,-0.8
O=C(NCCc1c[nH]c2ccccc12)C(=O)Nc1ccccc1,0,0,-1.8,2,5,-0.2,i,-4,0,0.1
COC(C[C@@H]1O[C@@H]1[C@@H](O)[C@H](C)OCc1ccccc1)OC,-2,-3,-0.1,-2,-1,-0.4,i,10,3,1.5
O=C1CC(C(=O)Nc2ccc(F)c(Cl)c2)N=C(N2CCCCC2)N1 (centres undefined),3,-4,-0.3,1,1,-0.2,i,0,-2,-0.5
COc1ccc(OC)c(C2C3=C(CCCC3=O)Nc3c2c(=O)n(C)c(=O)n3C)c1 (centres undefined),2,0,0.2,2,0,-0.2,i,4,5,-2.0

# Looked up one by one from the entries so far, four records:
SMILES,CSN inh,Scp1 inh,MsrA inhibitor,STEP block,SUMO1 PPI mod,Tb MetRS inh,Rpn11 inh,DNMT1 block,NadD inh,LMPTP inh
Cc1ccc(OC(=O)N(C)C[C@@H]2OCc3cn(nn3)CCCC(=O)N([C@H](C)CO)C[C@H]2C)cc1,5,.,-1.2,2,3,0.1,i,5,-9,-0.8
COC(C[C@@H]1O[C@@H]1[C@@H](O)[C@H](C)OCc1ccccc1)OC,-2,-3,-0.1,-2,-1,-0.4,i,10,3,1.5
CCSCCOC(=O)C1=C(C)NC(=O)NC1c1cccc(OC)c1OC (centres undefined),-1,-13,-0.7,1,-1,-0.4,i,1,-4,-1.1
COc1cccc(N2CC(C(=O)Nc3nnc(SCc4ccccn4)s3)CC2=O)c1 (centres undefined),1,-4,0.3,3,9,-0.3,i,-3,3,0.1

# More compounds.
SMILES,CSN inh,Scp1 inh,MsrA inhibitor,STEP block,SUMO1 PPI mod,Tb MetRS inh,Rpn11 inh,DNMT1 block,NadD inh,LMPTP inh
Cc1cc(C)nc(N2CCC(C(=O)NCc3cccc(C(F)(F)F)c3)CC2)n1,-1,-5,-0.9,1,-2,0.1,i,11,-2,0.5
COC(=O)[C@H](CCSC)NC(=O)NCCc1ccccc1F,5,-6,1.2,-3,-5,-0.1,i,4,-3,0.6
COc1ccc(C2NC(=O)NC(C)=C2[N+](=O)[O-])cc1OC (centres undefined),1,-4,2.6,-3,-13,-0.7,i,2,-5,-1.6
CCOC(=O)NC(=O)COC(=O)CNC(=O)c1ccc(OCC)c(OCC)c1,-1,-2,-0.4,1,3,0.2,i,1,-9,-1.1
Cc1ccc(C(C)C)cc1S(=O)(=O)NC1CC(C)(C)NC(C)(C)C1,-2,-7,0.7,-1,3,-0.4,i,10,-4,-1.8
CC(=O)N1Cc2cc(N)ccc2Oc2ccccc21,6,-7,0.0,2,0,0.1,i,-7,8,-0.1
CCNc1ccc(C(=O)OCC(=O)N2CCCC2)cc1[N+](=O)[O-],0,-7,-1.9,-2,-39,0.6,i,0,-8,0.7
Cc1ccc(/C=C/C(=O)OCC(=O)NCCN2C(=O)CSC2=O)cc1,-16,9,0.8,4,-9,-1.0,i,-1,-5,1.5
COc1ccc(C(=O)Nc2ccc(-c3n[nH]c(=S)o3)cc2)cc1OC,2,-1,2.5,5,17,-0.5,i,-4,1,0.9
COC(=O)c1cc(C(=O)NCCN2C(=O)S/C(=C\c3cccs3)C2=O)cc([N+](=O)[O-])c1,-7,-12,0.8,6,-17,-1.8,i,-1,3,-2.8
CCOc1ccc(-c2nc(C)sc2CC(=O)O)cc1,-1,-2,1.8,1,4,-0.7,i,2,0,-0.7
CN(C(=O)COc1ccccc1C(=O)NCc1ccccc1)C1CCS(=O)(=O)C1 (centres undefined),-2,7,0.0,-2,1,-0.4,i,1,-1,-0.2
O=C(CSCC(=O)N1CCOCC1)Nc1nc(-c2ccccc2)cs1,4,2,-0.4,-2,-1,-0.2,i,1,-4,0.7
CC(C)(C)NC(=O)CN(Cc1cccs1)C(=O)CCN1CCc2ccccc21,7,-1,-0.6,-2,-5,-0.8,i,2,-4,0.0
O=C(N1CCCCC1)N1CCN(S(=O)(=O)c2ccccc2)CC1,2,-1,-1.0,-1,4,-0.3,i,-1,5,0.3
Cc1nc2sccn2c(=O)c1S(=O)(=O)N1CCN(c2cccc(Cl)c2)CC1,-1,0,0.1,-1,-1,-0.8,i,4,-5,-2.0
Cc1ccc(S(=O)(=O)NCCCNS(=O)(=O)c2ccc(C)cc2)cc1,2,-10,-0.1,-2,-1,-0.2,i,-7,-5,1.2
COc1ccc(OC)c(N(CC(=O)NCCSC2CCCCC2)S(=O)(=O)c2ccccc2)c1,3,-2,-0.5,1,2,-0.2,i,-2,1,0.9
COc1ccc(C(=O)N/N=C(\C)CC(=O)N2CCN(C=O)CC2)cc1,-10,-2,0.3,1,-3,-0.3,i,-3,-1,-1.3
CCc1nc2ccccc2c(C(=O)OCc2nnc(-c3ccccc3)o2)c1C,2,-5,1.3,-2,-3,-1.0,i,0,0,2.0
CCOC(=O)N1CN(C(=O)OCC)CN(C(=O)OCC)C1,-2,1,0.1,2,5,0.8,i,0,-1,-1.1
COc1cc(/C=C2/C(=N)N3N=C(CC(=O)N4CCOCC4)SC3=NC2=O)ccc1OC(C)c1ccccc1 (centres undefined),3,-7,-0.5,2,-9,0.5,i,-5,25,-0.6
O=C1NC2(Nc3ccccc31)C(=O)Nc1ccc(Br)cc12 (centres undefined),10,2,1.0,-2,-2,-0.5,i,-5,-2,-1.4
COc1cc(-c2noc(C)c2-c2ccc(N(C)C)nc2)cc(OC)c1OC,2,-5,1.4,-1,7,-0.1,i,-1,-6,0.5
COc1ccc(OC)c(C2=NOC(C(=O)Nc3cc(C)on3)C2)c1 (centres undefined),-3,-7,2.1,1,-2,-0.6,i,-2,-2,-1.1
O=c1c2c(ncn1Cc1ccccc1)nc1n2CCC1,-2,-4,-1.0,-2,1,-0.6,i,0,0,-2.4
CC(C)OC(=O)c1ccc(S(N)(=O)=O)o1,-12,-5,0.4,-4,1,-0.4,i,3,-1,-2.0
